# Screening data (PubChem BioAssay)
# TRPV1 agonist – activates the human vanilloid receptor TRPV1; Q8NER1; hit rate 0.19% among 320,000; activation, % at 8.33 µM; TRPV1-expressing cells, Fluo-8 calcium influx, agonist mode; AID 540275; in the data active = activation above about 80%; inconclusive = between about 30% and that limit; note: 0% is about no effect
#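 Cells expressing TRPV1 were dye-loaded with Fluo-8 and read kinetically: 10 s baseline, 3 min after compound (agonist portion), then 2 min after EC20 capsaicin (allosteric enhancer portion). Calcium-bound dye fluorescence at 480/520 nm.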
# Giardia killer – Giardia lamblia killing. Giardia lamblia trophozoite viability. activity change, % at 7.66 µM, hits read low. hit rate 0.15% among 340,000. AID 540267; in the data active = activity change below about -80%; inconclusive = between about -30% and that limit;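 note: parasites exposed to compound for two days anaerobically before the ATP read; % is set by controls: 0 for no effect and ±100 for the full control effect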
#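 Luminescence from cellular ATP indicates surviving trophozoites (100 cells/well) following 48 hrs anaerobic compound treatment at 37 deg C; signal develops 15-30 min at room temperature.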
# PKM2 act – PKM2 (human) enzyme activation; P14618; purified PKM2, Kinase-Glo ATP luminescence, activation; response scale: 0% is enzyme alone, no compound; Potency, µM (doses to about 57.5 µM), without a hit: at the highest dose activation, most hits filed as activators; hit rate 0.34% among 260,000; note: potency is the fitted concentration of half-maximal effect; % is set by controls: 0 for no effect and ±100 for the full control effect; nearly all actives have a fitted effect of over 55% in size
#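 ATP formation by purified human PK-M2, quantified via coupled luciferase luminescence after 1 h at room temperature with 0.1 mM ADP and 0.5 mM PEP final.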
# Menin-MLL TR inh – inhibitors of human menin-MLL interaction, mutant MLL peptide | Menin + Texas Red MLL mutant peptide, fluorescence polarization | Potency, µM (series often up to 61.6 µM), for inactives: at the top dose FP activity change, negative = inhibition, actives largely listed as inhibitors | hit rate 0.23% among 270,000 | AID 1768; active = well fitted inhibition curve with a large enough effect in the polarisation, with a control signal flat, not every such curve was filed as active; inconclusive = small, poorly fitted or top-dose-only effect, or effect the other way, or a change in a side signal; inactive = no such curve, though single readings can be large or run the other way; the % refers to the polarisation; note: potency is the fitted concentration of half-maximal effect; % of control where 0% means no effect; many of its hits are not listed in these tables
# Target sequence (O00255 whole entry, looked up): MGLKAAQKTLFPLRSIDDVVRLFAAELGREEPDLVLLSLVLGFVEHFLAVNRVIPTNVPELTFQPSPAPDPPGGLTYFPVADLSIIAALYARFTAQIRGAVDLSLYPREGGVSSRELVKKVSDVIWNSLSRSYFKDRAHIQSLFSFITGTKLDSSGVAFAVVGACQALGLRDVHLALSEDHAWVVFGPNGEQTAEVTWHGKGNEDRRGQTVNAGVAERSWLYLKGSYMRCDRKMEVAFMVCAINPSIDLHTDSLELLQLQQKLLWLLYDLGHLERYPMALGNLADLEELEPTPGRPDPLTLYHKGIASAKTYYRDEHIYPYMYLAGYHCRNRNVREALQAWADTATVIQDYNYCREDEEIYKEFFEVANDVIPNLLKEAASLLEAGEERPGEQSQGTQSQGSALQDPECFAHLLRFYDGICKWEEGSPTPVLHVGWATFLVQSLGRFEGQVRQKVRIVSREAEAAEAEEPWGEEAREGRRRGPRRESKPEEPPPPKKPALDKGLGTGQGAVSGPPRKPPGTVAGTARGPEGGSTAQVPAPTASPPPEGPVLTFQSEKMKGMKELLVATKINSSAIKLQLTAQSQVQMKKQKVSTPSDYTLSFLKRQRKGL
# GALK inh – blocks human galactokinase activity. P51570. Purified GALK, Kinase-Glo residual ATP luminescence. Potency, µM (series often up to 57.5 µM), for the others: at the highest dose activity change, negative = inhibition, actives largely listed as inhibitors. hit rate 0.007% among 270,000; note: potency is the fitted concentration of half-maximal effect; % is set by controls: 0 for no effect and ±100 for the full control effect
# Target sequence (P51570 whole entry, looked up): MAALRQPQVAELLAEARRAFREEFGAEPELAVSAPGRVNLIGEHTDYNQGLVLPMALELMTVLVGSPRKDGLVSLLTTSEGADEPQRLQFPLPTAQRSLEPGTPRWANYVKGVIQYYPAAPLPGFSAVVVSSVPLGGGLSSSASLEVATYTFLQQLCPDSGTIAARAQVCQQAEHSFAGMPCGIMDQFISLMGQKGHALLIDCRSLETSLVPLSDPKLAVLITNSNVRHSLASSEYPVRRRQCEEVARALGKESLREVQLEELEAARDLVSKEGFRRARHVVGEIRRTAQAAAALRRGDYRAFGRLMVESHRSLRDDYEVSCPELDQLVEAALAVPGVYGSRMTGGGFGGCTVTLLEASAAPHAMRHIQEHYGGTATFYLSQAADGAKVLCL
#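 Compounds were pin-transferred into ATP buffer (35 uM final), then GALK plus galactose (5 nM, 100 uM final) was added. After 1 h at room temperature, Kinase-Glo Plus was added and luminescence read after 10 min.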
# USP2a block – blocks human ubiquitin-specific protease USP2a; Potency, µM (series often up to 38.3 µM), for the others: at the highest dose activity change, negative = inhibition, actives largely listed as inhibitors; USP2 core, Ub-CHOP2 coupled fluorogenic reporter, 485/531; O75604; AID 463254; hit rate 0.01% among 330,000;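 note: potency is the fitted concentration of half-maximal effect; plate controls were DMSO wells for no effect and full inhibition by NEM control for full effect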
#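 Deubiquitinase activity read as fluorescence (485/531 nm) after Ub-CHOP2 cleavage activates the enterokinase reporter on its substrate; USP2 core 10nM, Ub-CHOP2 and substrate 25nM each, 30min compound preincubation then 60min RT; data normalized to NEM, curves fitted.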
# KCNH2 3.1 block – inhibitors of human KCNH2 3.1 potassium channel isoform | activity change, % (tested at about 1.8 µM) | U2OS KCNH2 3.1, thallium flux FluxOr; hits give low values | hit rate 0.95% among 340,000 | AID 720553;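 active = maximum activity change below -70%; inconclusive = maximum activity change from -70% to -50%; inactive = maximum activity change above -50%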;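 note: thallium influx rate constant from kinetic fluorescence after stimulation buffer; % is set by controls: 0 for no effect and ±100 for the full control effect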
#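 U2OS cells transduced with KCNH2 3.1 mutant virus (1.77 x 10^8 /mL, 4 h), plated overnight at 37 C, loaded 45 min with FluxOr dye plus Red40 quencher. Thallium flux rate constant from kinetic reads after stimulation buffer, normalised to controls.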
# B2AR arrestin – beta2AR (human) beta-arrestin recruitment activity | P07550 | Potency, µM (doses to about 46.1 µM), without a hit: top-dose activation, actives largely listed as activators | hit rate 0.02% among 330,000 | beta-arrestin recruitment to beta2AR, cell-based reporter;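 note: potency is the fitted concentration of half-maximal effect; 0% = DMSO controls and full agonism = EC100 isoproterenol or metaproterenol; nearly all actives have a fitted effect of over 65% in size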
# CXXC DNA block – MLL CXXC-DNA interaction inhibition | Q03164 | MLL-CXXC / FITC-HOXA9 DNA fluorescence polarization | Potency, µM (top dose mostly 115 µM), for inactives: at the top dose activity change, negative = inhibition, most hits filed as inhibitors | hit rate 0.037% among 290,000 | AID 2662; active = well fitted inhibition curve with a large enough effect in the polarisation, with a control signal flat, not every such curve was filed as active; inconclusive = small, poorly fitted or top-dose-only effect, or effect the other way, or a change in a side signal; inactive = no such curve, though single readings can be large or run the other way; the % refers to the polarisation; note: potency is the fitted concentration of half-maximal effect
#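 Purified MLL-CXXC (added from a 7 uM solution) was preincubated 5 min at ambient with pinned compounds in 50 mM Tris-HCl pH 7.5, 50 mM NaCl, 1 mM DTT, 0.05% BSA. Fluorescein-labeled HOX-A9 DNA (50 nM solution) followed, 30 min, then polarization read.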
# Coupling enz – coupling enzyme interference in Giardia aldolase counter-screen; coupling enzyme system counterscreen, AmpLite Red fluorescence; activity change, negative = inhibition, % at 58.2 µM, hits read low; hit rate 0.67% among 290,000; in the data active = activity change below about -30%; note: % is set by controls: 0 for no effect and ±100 for the full control effect
#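 Coupling enzymes only (glyceraldehyde-3-phosphate) + compound, at 57.5 uM final, 10 min RT; add substrate/coupling/AmpLite Red mix, 20 min RT; fluorescence ex 525/em 598 nm. Actives flag coupling-system interference.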
# hERG WT inh – inhibitors of human wildtype KCNH2 potassium channel. Q12809. U2OS, BacMam KCNH2, thallium flux FluxOr; hits give low values. activity change, % at 1.84 µM. hit rate 0.37% among 340,000. AID 720551;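 active = maximum activity change below -70%; inconclusive = maximum activity change between -70% and -50%; inactive = maximum activity change above -50%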; note: % is set by controls: 0 for no effect and ±100 for the full control effect
#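 U2OS cells were transduced with wild-type KCNH2 virus (2.03 x 10^8 / mL) for 4 h at room temperature, then cultured overnight at 37 C. Thallium flux was read with FluxOr dye. Rate constants were normalized to DMSO controls.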
# * marks the source's active call; other numbers are inactive results; ? = inconclusive; . = no result given; [ ] = remark or other dose. Unless noted, calls come from the whole dose curve; as a rule, active = well fitted curve in the direction sought with a large enough effect; inconclusive = small, poorly fitted or top-dose-only effect, or another doubt; inactive = no such curve, though single readings can be large; an effect the other way counts as inactive or inconclusive.
SMILES,TRPV1 agonist,Giardia killer,PKM2 act,Menin-MLL TR inh,GALK inh,USP2a block,KCNH2 3.1 block,B2AR arrestin,CXXC DNA block,Coupling enz,hERG WT inh
CCN(C(=O)c1cccs1)c1nnc(-c2ccncc2)s1,0,17,0%,-21%,1%,2%,10,-0.3%,2%,-1,-9
COC(=O)/C=C1\SC(N)=NC1=O,-2,4,-2%,.,8%,-1%,-3,0.3%,4%,3,-9
O=C(O)CCC(=O)NNC(=O)CCCOc1ccc(Cl)cc1Cl,-2,2,-1%,8%,2%,0%,-2,0.1%,-9%,1,-5
COC(=O)CSc1nc2c(c(=O)n(C)c(=O)n2C)n1CCC(C)C,24,-2,2%,-1%,0%,2%,-2,-0.1%,-8%,3,-9
O=C(Nc1ccc(Cl)cc1)NC1(C(=O)NCCCN2CCOCC2)CCCCC1,0,-24,0%,6%,-2%,0%,1,-0.6%,-3%,-1,-4
CC(=O)c1c(O)c(C)c(-c2ccccc2)n(-c2ccccc2)c1=O,13,-7,0%,?,-1%,2%,-5,-0.1%,-1%,1,2
COc1ccc(NC(=O)CN2C(=O)C(C)Oc3ccc(C)cc32)cc1 (stereo not given),0,-1,-6%,12%,-2%,1%,6,-0.2%,1%,0,11
CCCc1ccc2oc(C(=O)NCc3nnc(C)o3)c(C)c2c1,1,-10,.,.,-8%,2%,12,-0.9%,31%[activator],.,-6
Cc1ccc(C)c(NC(=S)NNC(=O)c2sccc2C)c1,3,14,-7%,7%,3%,1%,.,-0.1%,-8%,-1,7
COC(=O)C1=CN(c2ccc(F)cc2)C=C(C(=O)OC)C1c1cccc([N+](=O)[O-])c1,-3,-10,.,-2%,-8%,3%,-49,0.9%,1%,-4,-6
CCCC(=O)Nc1cccc(C(=O)Nc2ccccc2OCC)c1,-1,.,-5%,8%,-4%,7%,.,0.5%,-2%,0,.
Cc1cc(NC(=O)CN2CCC(n3nnc4cc(C(F)(F)F)ccc43)CC2)no1,0,13,-5%,-2%,5%,1%,-24,-0.1%,1%,0,12
CC(C)Cn1c(=O)c2ccccc2n2c(CCC(=O)NCC3CCCO3)nnc12 (stereo not given),4,-20,12%[0.46 µM],-4%,4%,0%,-19,-1.4%,4%,-2,1
Cc1nnc(SCCC(C)C)[nH]c1=O,-1,-14,1%,-5%,-2%,1%,1,0.2%,-3%,-1,5
Cc1ccccc1CN(C)C(=O)COC(=O)CSc1ccc([N+](=O)[O-])cc1,8,6,.,.,.,2%,-2,0.5%,.,.,4
Cc1nc2sc(C(=O)O)c(N)c2c2c1COC(C)(C)C2,-5,-8,5%,-7%,2%,2%,-7,-0.2%,-8%,-3,-27
CC(C)Cn1c(N)c(C(=O)CSc2nc3ccccc3c(=O)n2CCCN2CCOCC2)c(=O)n(C)c1=O,4,.,.,0%,9%,0%,.,0.1%,-6%,1,.
O=C(O)C1CCN(c2nc(-c3ccccc3)c3cc(Br)ccc3n2)CC1,-7,6,.,7%,1%,-2%,7,-0.1%,-16%,9,-13
Cc1c(NC(=O)CSC2=C(C#N)C(c3ccccc3F)CC(=O)N2)c(=O)n(-c2ccccc2)n1C (stereo not given),-2,10,1%,6%,-9%,-2%,7,-0.1%,-1%,1,-3
COCCCNC(=S)N1CCN(S(=O)(=O)c2ccc(OC)cc2)CC1,?,40[activator],0.89µM*,7%,-1%,-1%,-22,0.2%,0%,3,3
CCCCOC(=O)c1sc2nc(N3CCOCC3)c3c(c2c1N)CC(C)(C)OC3,-8,-11,-12%,.,-3%,-6%,-4,0.1%,-5%,1,-1
O=C(c1ccc2snnc2c1)N1CCSCC1,-1,-16,0%,-10%,3%,-2%,20,0.8%,-1%,0,7
CCC(C)[C@H](NC(=O)N1CCN(C)CC1)C(=O)OC (stereo not given in full),-1,25,-3%,4%,-3%,4%,13,-0.8%,8%,-1,9
COC(=O)C1(S(=O)(=O)C2(C(=O)OC)CCCC2)CCCC1,1,-16,-5%,-2%,7%,3%,-2,-1.0%,-1%,2,-4
CC(CCc1ccco1)NC(=O)CCc1nnc2ccc(NCc3ccccc3)nn12 (stereo not given),-2,32[activator],.,.,3%,-1%,-2,0.0%,16%,.,-6
SMILES,TRPV1 agonist,Giardia killer,PKM2 act,Menin-MLL TR inh,GALK inh,USP2a block,KCNH2 3.1 block,B2AR arrestin,CXXC DNA block,Coupling enz,hERG WT inh
Cc1cc(NC(=O)CSc2nc3ccccc3n2CC(C)C)no1,21,-24,0%,3%,-4%,4%,1,0.0%,2%,-4,-3
O=C(COC(=O)[C@H](Cc1ccccc1)NC(=O)c1ccco1)NCc1ccccc1,8,4,-4%,-5%,1%,2%,-19,0.1%,6%,4,-2
CC[C@@H](C)C(NC(=O)OC(C)(C)C)c1cn([C@@H](Cc2cc3ccccc3[nH]2)C(=O)N2CCN(C(=O)OC(C)(C)C)CC2)nn1 (stereo not given in full),-2,-24,-1%,?,-3%,-3%,4,-0.5%,-14%,-2,6
COc1ccc(OC)c(-c2csc(NC(=O)Cc3ccccc3F)n2)c1,3,-10,1%,61%[activator],10%,-11%,7,0.0%,8%,0,-5
Cn1cccc2[nH]c(=O)nc1-2,2,-20,1%,.,3%,0%,-20,0.1%,3%,2,-1
CCOC(=O)Cn1nnnc1C(CC)N(Cc1ccccc1)Cc1cc2cc(C)ccc2[nH]c1=O (stereo not given),7,0,-1%,-8%,2%,-2%,2,-0.4%,4%,2,-2
Nc1nnc(CC(=O)N/N=C/c2ccc(-c3ccccc3Cl)o2)s1,0,-10,?,-14%,1%,0%,10,-0.5%,-4%,1,-3
COc1ccc2occ(C(=O)c3ccccc3)c2c1,17,-1,10%,19%,2%,0%,3,0.2%,-4%,-2,-9
CCOC(=O)N1CCN(C(=O)CN2C(=O)CC(C)(C)S(=O)(=O)c3ccccc32)CC1,-6,10,-1%,0%,3%,2%,2,-0.3%,13%,4,-7
Cc1cc2ncn(C(=O)c3c(-c4ccccc4)noc3C)c2cc1C,5,3,1%,2%,-1%,0%,8,-0.1%,6%,3,6
CC(=O)NCCNC(=O)c1oc2ccccc2c1CSc1ncn[nH]1,2,-1,0%,1%,-2%,0%,2,-0.4%,-2%,2,-5
O=C(c1ccccc1Sc1ccc([N+](=O)[O-])cc1Cl)N1CCOCC1,3,-2,-11%,0%,-1%,-1%,16,-0.1%,44%[activator],-20,10
O=C(NCc1ccccc1)C1CCCN(c2cnccn2)C1 (stereo not given),1,27,.,.,-2%,1%,-3,0.3%,-5%,.,-7
COCCn1nnnc1C(c1ccccc1OC)N1CCN(C(=O)c2ccco2)CC1 (stereo not given),0,-18,0%,0%,-2%,1%,-13,-0.1%,37%[activator],1,3
O=C(COC(=O)c1ccc([N+](=O)[O-])s1)Nc1ccccc1,6,3,4%,-1%,-5%,-2%,7,-0.5%,7%,1,-11
O=C(On1c(-c2ccccc2)nc2ccccc2c1=O)c1ccco1,-4,3,18%,20%,-3%,.,-2,.,55%[activator],-3,-6
CC(C)n1c(SCC(=O)N2CCN(C(=O)c3ccco3)CC2)nc2c1c(=O)n(C)c(=O)n2C,1,5,-2%,.,-1%,0%,-25,-1.5%,-6%,0,-1
Cc1cccc(NC(=O)CC2Nc3cccc4cccc(c34)NC2=O)c1 (stereo not given),2,-5,19%,?,-3%,-1%,-9,0.3%,7%,-25,4
COc1cc(CC(=O)NCCc2ccc(OCc3ccccc3)cc2)c([N+](=O)[O-])cc1OC,?,-27,-18%,.,1%,-1%,-6,0.1%,-5%,-3,-1
Cc1ccc(C2CN=NC23CCc2ccccc2C3=O)cc1 (stereo not given),?,-6,-3%,3%,0%,-7%,-3,0.8%,-6%,0,3
c1ccc(-c2csc3ncnc(N4CCc5ccccc5C4)c23)cc1,11,3,4%,-18%,2%,1%,-24,-0.8%,-1%,-2,-4
CCOC(=O)c1ccc(NC(=O)C2CCN(S(=O)(=O)CC)CC2)cc1,13,-10,2%,25%,0%,2%,-3,-0.1%,-1%,1,0
CC(=O)Nc1cc(C(=O)OCC(=O)c2ccc(C)cc2)ccc1C,0,-10,-1%,6%,0%,-1%,-14,0.5%,4%,-14,0
CCC1CCC2(CC1)SCC(=O)N2c1ccccc1 (stereo not given),16,1,7%,.,-1%,-1%,4,0.1%,1%,1,11
Cc1ccc(C(=O)C[n+]2ccc(-c3nnc4n3CCC4)cc2)cc1,-1,-7,4%,-1%,-1%,2%,3,-0.5%,7%,-4,0
CC(C)NC(=O)N(C)C[C@H]1Oc2c(NC(=O)C3CC3)cccc2C(=O)N([C@H](C)CO)C[C@@H]1C,.,-5,.,.,.,5%,5,-0.1%,.,.,5

# This is a subset; rates above refer to the full screens.
